NPY-Y1 antag = NPY-Y1 (human) receptor antagonism; AID 1040; HEK293-CNG Y1 cells, membrane potential fluorescence; NPY at EC95, then isoproterenol; inhibition, % at 3.6 µM; P25929; 1% of 200,000 active;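 active = inhibition above the campaign mean inhibition of all tested compounds plus 3 SD, cut at about 20% in these data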;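 also: 0% = DMSO wells given NPY plus isoproterenol and 100% = isoproterenol alone without NPY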
Target sequence (P25929 whole entry, looked up): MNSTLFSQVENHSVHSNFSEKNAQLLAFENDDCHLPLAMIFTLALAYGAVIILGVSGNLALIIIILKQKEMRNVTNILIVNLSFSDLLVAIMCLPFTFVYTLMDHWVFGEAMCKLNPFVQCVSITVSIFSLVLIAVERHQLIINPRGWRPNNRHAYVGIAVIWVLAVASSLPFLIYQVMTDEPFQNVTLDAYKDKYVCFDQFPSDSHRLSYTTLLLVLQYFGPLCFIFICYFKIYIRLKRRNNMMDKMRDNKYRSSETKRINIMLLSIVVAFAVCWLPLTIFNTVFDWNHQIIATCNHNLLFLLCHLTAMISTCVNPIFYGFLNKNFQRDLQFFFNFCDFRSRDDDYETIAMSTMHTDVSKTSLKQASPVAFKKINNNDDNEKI
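Material: HEK293 cells co-expressing NPY Y1 receptor and cyclic-nucleotide gated channel. Timing: compound incubation 1 h at room temperature, readout 45 min post-stimulation. Signal: fluorescence, membrane potential probe.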
S1P4 agonist = human S1P4 receptor agonism; activation, % at 4.98 µM; AID 1509; 0.35% of 220,000 active; O95977; S1P4-expressing cell line, agonist reporter assay; in the data active = activation above about 11%;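 also: 0% = DMSO vehicle and 100% = reference agonist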
S1P4 antag = blocks the human S1P4 receptor; O95977; S1P4-expressing cells, antagonist mode, reporter read-out; inhibition, % at 4.98 µM; 0.26% of 220,000 active; in the data active = inhibition above about 29%;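 also: 0% = wells stimulated with agonist and 100% = vehicle wells without agonist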
CHOP inh = CHOP inhibition in unfolded protein response | 3.8% of 220,000 active | inhibition, % at 10 µM | CHO-K1 CHOP-promoter luciferase, tunicamycin-induced, 15-18 h;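 active = compounds that reduced the stress-induced luciferase reporter signal by more than about 70% of percent inhibition, limit read from the data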;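 also: 0% = tunicamycin plus vehicle and 100% = wells without tunicamycin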
p47phox inh = p47phox (human) inhibition. inhibition, % at 24.7 µM. P14598. p47phox/p22phox peptide binding, fluorescence polarization, 2 h. 0.53% of 220,000 active;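 active = inhibition above about 30%, limit read from the data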;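 also: 0% = p47phox with labelled peptide and 100% = labelled peptide alone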
Target sequence (P14598 whole entry, looked up): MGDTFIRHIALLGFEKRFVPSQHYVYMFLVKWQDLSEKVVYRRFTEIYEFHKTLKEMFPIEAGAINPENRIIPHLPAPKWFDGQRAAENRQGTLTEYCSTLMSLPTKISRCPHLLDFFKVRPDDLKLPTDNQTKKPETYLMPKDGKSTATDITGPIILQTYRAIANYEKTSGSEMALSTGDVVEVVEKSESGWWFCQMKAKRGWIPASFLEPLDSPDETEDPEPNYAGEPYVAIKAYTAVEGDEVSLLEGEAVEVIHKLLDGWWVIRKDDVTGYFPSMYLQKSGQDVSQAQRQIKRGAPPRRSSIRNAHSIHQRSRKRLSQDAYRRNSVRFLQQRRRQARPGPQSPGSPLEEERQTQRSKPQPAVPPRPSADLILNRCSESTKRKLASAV
BaF3 parental = parental Ba/F3 viability inhibition as JAK2V617F counter-screen; CellTiter-Glo ATP luminescence; AID 1486; 1.1% of 220,000 active; inhibition, % at 5.6 µM;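 active = inhibition above a per-campaign cutoff, the mean inhibition of all tested compounds plus 3 SD, cut at about 27% in these data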;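 also: 0% = DMSO wells and 100% = JAK Inhibitor I control wells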
NPY-Y2 PAM-ag = human NPY-Y2 potentiation or agonism, primary screen | P49146 | cells expressing NPY-Y2, potentiator/agonist read-out | activation, % at 3.6 µM | 0.45% of 220,000 active; in the data active = activation above about 27%;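 also: cells stimulated with NPY near EC25 plus isoproterenol at EC100; 0% = vehicle plus submaximal agonist and 100% = vehicle plus saturating agonist; some results beyond the cut were filed as inactive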
Ba/F3 V617F tox = lowers viability of Ba/F3 cells expressing EpoR and JAK2V617F; inhibition, % at 5.6 µM; ATP luminescence; 1.1% of 220,000 active;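 active = inhibition above the campaign mean plus 3 SD over all tested compounds, cut at about 24% in these data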;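 also: cytokine-independent growth of Ba/F3 cells driven by EpoR plus mutant JAK2; 0% = DMSO-treated cells and 100% = JAK inhibitor I control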
NPY1 pot ag = human NPY-Y1 potentiation or agonism, primary screen; P25929; NPY-Y1 expressing cells, potentiator/agonist activation; activation, % at 3.6 µM; 0.37% of 220,000 active; in the data active = activation above about 33%, passing the limit was not always enough;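 also: cells stimulated with NPY at EC10 then isoproterenol at EC100; 0% = low agonist plus stimulus and 100% = saturating agonist plus stimulus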
The depositor's hits bear a star; x = no result given.

SMILES | NPY-Y1 antag | S1P4 agonist | S1P4 antag | CHOP inh | p47phox inh | BaF3 parental | NPY-Y2 PAM-ag | Ba/F3 V617F tox | NPY1 pot ag
COC(=O)CCc1nc2c(C#N)c(-c3ccc(Cl)cc3)ccn2n1 | -1 | 1.2 | -10 | 9 | -2 | -1 | 2 | 2 | -16
COC(=O)c1c(NC(=O)c2ccccc2)sc2c1CC(C)(C)OC2 | 0 | 4.2 | -7 | 48 | -15 | 4 | -6 | 2 | -6
C/C(=N\NS(=O)(=O)c1ccc(C)c([N+](=O)[O-])c1)c1ccc2c(c1)OCO2 | 7 | -0.6 | 4 | 9 | -10 | 1 | 6 | 0 | 1
Cc1ccc(C(=O)c2cnc3ccccc3c2-c2ccccc2)cc1 | 6 | 3.1 | -10 | 60 | 5 | 4 | 2 | -1 | -14
COc1ccc(OCC(=O)N2CCN(C(=O)COc3ccc(Br)cc3)CC2)cc1 | 0 | -2.6 | -5 | -9 | -13 | 0 | 16 | -3 | 6
CCN(CC)C(=O)CCCc1c[nH]c2ccccc12 | 0 | 0.7 | -4 | 19 | 4 | 0 | -13 | -1 | 8
CSc1ccc(/C=N\NC(=O)CC(=O)NC(C)C)cc1 | 3 | -0.7 | 7 | 5 | 7 | -1 | 6 | -4 | -1
COc1ccc(C(=O)N2CCN(C3CCC(c4ccccc4)CC3)CC2)cc1OC (stereo not given) | -5 | -0.2 | -20 | 11 | -3 | 3 | -2 | -3 | -12
CCc1ccc2c(c1)C1(SC(NC(C)=O)=NN1C(C)=O)C(=O)N2C(C)C (stereo not given) | 1 | 1.4 | -24 | 30 | 0 | -4 | 4 | -3 | 11
C=C(C)C1Cc2nc(N)nc(C)c2C1 (stereo not given) | -3 | -0.5 | -26 | 3 | -1 | 4 | -13 | 2 | -4
C=CCNC(=O)/C(=C\c1ccc(OC)cc1)NC(=O)c1ccc([N+](=O)[O-])cc1 | -2 | 0.0 | -15 | 7 | -7 | 2 | -5 | -1 | -14
Cc1ccc(C2=NN(C)c3nc4ccccc4n3C2)cc1 | 12 | 0.4 | 8 | 86* | -14 | 6 | -6 | 57* | -8
C=CCn1c(SCC(=O)Nc2ccccc2-c2ccccc2)nc2cc(C(=O)O)ccc2c1=O | 4 | 1.5 | -27 | -15 | 3 | 2 | 10 | -2 | 14
CCOC(=O)C1CCCN(c2c(NCc3ccco3)c(=O)c2=O)C1 (stereo not given) | 5 | 0.0 | -11 | 23 | 4 | 4 | -9 | 0 | -2
CCOc1ccccc1NC(=O)c1cc(CC(C)C)oc1C | 16 | -0.1 | -24 | 55 | -22 | 0 | 6 | -2 | -6
CC(=NC1CC1)C1=C(O)c2ccccc2C1=O | 4 | 0.7 | 6 | 46 | -17 | 4 | 0 | -1 | -13
CCCc1nc(SCC(=O)c2ccc(F)cc2)c2ccccc2n1 | 7 | 2.6 | 13 | 19 | -8 | 8 | -21 | 1 | -2
CCOC(=O)C(NC(=O)Nc1ccc(F)cc1F)(Oc1ccccc1)C(F)(F)F (stereo not given) | 3 | -3.4 | 1 | -15 | 7 | 9 | -6 | -1 | -4
Cc1ccc2[nH]c(O)c(N=NC(=O)C(C)n3cnc4ccccc4c3=O)c2c1 (stereo not given) | 1 | 0.6 | -11 | 3 | -15 | 0 | 3 | -2 | 3
COc1cc(OC)c(C(=O)NC2CC(C)(C)NC(C)(C)C2)cc1OC | -3 | -1.8 | -7 | 38 | -8 | 0 | 8 | 0 | 8
Cc1ccc(C(=O)CCNc2ccc(Br)cc2)o1 | 1 | -1.2 | 7 | 13 | -10 | 4 | 18 | -2 | -19
CCOC(=O)N1CCN(S(=O)(=O)c2cccc3nsnc23)CC1 | -7 | -1.6 | -18 | -2 | -5 | 2 | 10 | -4 | 10
CCN1CCN(C(c2cccs2)C(C)NC(=S)NC2CCCCC2)CC1 (stereo not given) | x | 0.3 | 3 | 9 | -7 | -1 | -7 | -1 | 16
COc1cc2c(cc1NC(=O)CN(C)Cc1ccc(OC)c(OC)c1)oc1ccccc12 | 3 | 1.1 | -9 | 28 | -3 | 2 | -14 | 5 | -37
O=S(=O)(c1ccccc1)c1nc(-c2ccco2)oc1NCc1ccco1 | 0 | 0.0 | -11 | 19 | -21 | -3 | -4 | -4 | -2

An excerpt from above in order of their number in S1P4 antag, ascending.
canonical_smiles | S1P4 antag
CCOC(=O)N1CCN(S(=O)(=O)c2cccc3nsnc23)CC1 | -18
Cc1ccc2[nH]c(O)c(N=NC(=O)C(C)n3cnc4ccccc4c3=O)c2c1 (stereo not given) | -11
Cc1ccc(C(=O)c2cnc3ccccc3c2-c2ccccc2)cc1 | -10
CC(=NC1CC1)C1=C(O)c2ccccc2C1=O | 6

Other entries follow.
SMILES | NPY-Y1 antag | S1P4 agonist | S1P4 antag | CHOP inh | p47phox inh | BaF3 parental | NPY-Y2 PAM-ag | Ba/F3 V617F tox | NPY1 pot ag
O=C(CCN1C(=O)C2C3C=CC(C4CC34)C2C1=O)Oc1ccccc1 (stereo not given) | 2 | 0.1 | -5 | 6 | -6 | 2 | 9 | -2 | -11
O=C(Nc1ccc(F)cc1)c1ccccc1 | 0 | 0.0 | -5 | -23 | -12 | 5 | 6 | -1 | 2
CCOC(=S)SCC(=O)N1CCc2ccccc2C1C1C(=O)CC(C)(C)CC1=O (stereo not given) | 0 | 0.7 | -16 | 12 | -2 | 1 | 13 | -2 | -9
CCOc1ccc2nc(SCc3ccc(F)cc3)sc2c1 | -2 | 1.6 | -27 | 62 | -15 | 8 | 2 | 1 | -26
Cc1nc(-c2cn[nH]c2)c2cc(C)oc2n1 | -1 | -0.6 | -4 | 53 | -13 | 1 | 107* | -2 | 11
Cc1nc(C(=O)N2CCCC(C(=O)c3ccc(Cl)cc3)C2)cs1 (stereo not given) | x | 1.4 | -5 | -10 | 2 | 0 | 1 | -3 | -8
CC(C)(C)NC(=O)COC(=O)/C=C/c1ccccc1[N+](=O)[O-] | 8 | 0.9 | -1 | -4 | -8 | 5 | 1 | -4 | 8
COCCCNC(=S)NCCNc1nc2cc(C)cc(C)c2cc1C#N | 1 | 0.4 | -9 | 34 | -10 | 4 | -9 | -1 | -2
COC(=O)c1ccccc1NC(=O)COC(=O)/C=C/c1ccco1 | 8 | -0.4 | 1 | 42 | -1 | 1 | -6 | 4 | -3
CCn1ncc(-c2ccnc3cc(C(=O)O)nn23)c1C | 0 | 2.2 | -7 | 4 | 9 | -5 | -1 | -4 | 3
Cc1cccc(Cl)c1NC(=S)NCCc1ccccn1 | x | -0.6 | 6 | -5 | -14 | -2 | 6 | -5 | -4
CC1(C)Nc2ccc(O)cc2-c2c1ssc2=S | -11 | -0.8 | -2 | 22 | -3 | 5 | 14 | 4 | 20
CC(C)CC(=O)NNC(=O)C(C)C | 0 | 4.1 | -3 | -8 | -12 | 6 | -3 | 1 | 19
COc1ccc(CNc2ccc(C(=O)O)cc2)cc1 | -1 | -1.0 | 1 | -3 | -7 | 5 | 12 | -2 | 6
O=C(NNC(=S)NCc1ccco1)c1ccc(Cl)s1 | 7 | -1.7 | 2 | -15 | -9 | -1 | -6 | -2 | -21
CCCCc1nc2sc3c(c2c(=O)n1NC(=O)c1ccco1)CC(C)(C)OC3 | x | 0.2 | -18 | 3 | 1 | 3 | 1 | 4 | -16
CCCC(=O)N1CC2(C)CN(C(=O)CCC)CC(CCC)(C1)C2=O | 4 | 1.9 | -21 | -10 | -11 | 8 | -4 | -1 | -8
CN(C)C=NC(=O)c1cc(C(=O)c2ccc(Cl)cc2Cl)c[nH]1 | -4 | 0.1 | -3 | 40 | 15 | 7 | -8 | 1 | 0
COc1ccc(/C(O)=C2/C(=O)C(=O)N(Cc3cccnc3)C2c2ccncc2)cc1F (stereo not given) | 0 | -2.3 | -14 | -9 | 1 | 0 | 2 | -6 | -2
O=C1N[C@@H](Cc2cnc[nH]2)C(=O)N2CCC[C@@H]12 | -4 | 2.6 | -12 | 3 | -8 | 5 | 5 | 0 | 9
Cc1ccc(S(=O)(=O)Cn2nnnc2C(CC(C)C)N2CCN(C)CC2)cc1 (stereo not given) | 6 | -1.7 | -17 | 13 | x | 3 | -2 | -2 | 3
CN(Cc1ccon1)Cc1cn[nH]c1-c1ccc(-c2ccccc2)cc1 | 3 | -0.3 | 6 | -7 | -5 | 2 | -15 | 1 | -13
CN(C)S(=O)(=O)c1ccc(C(=O)Nc2nnc(SCc3cccc(F)c3)s2)cc1 | 4 | 0.9 | -6 | -7 | -5 | 8 | 14 | 0 | -3
S=C(NCc1ccccc1)NCc1ccc(CNC(=S)NCc2ccccc2)cc1 | -1 | -1.1 | -4 | 1 | -22 | 2 | 16 | -4 | 13
N#Cc1c(N)n(C2CCCCC2)c2nc3ccccc3nc12 | -6 | 2.7 | -21 | x | x | 3 | 13 | 0 | 3

Next section.
SMILES | NPY-Y1 antag | S1P4 agonist | S1P4 antag | CHOP inh | p47phox inh | BaF3 parental | NPY-Y2 PAM-ag | Ba/F3 V617F tox | NPY1 pot ag
O=S(=O)(Nc1ccc(O)c(CN2CCCCC2)c1)c1ccccc1 | 6 | -0.5 | -5 | 2 | -6 | 6 | 4 | -2 | 13
COc1ccc(NC(=O)Nc2cccc(C(=O)N3CCOCC3)c2)cc1OC | -3 | 0.4 | -3 | 22 | -16 | 4 | 13 | -5 | 4
O=C(Oc1c(-c2ccccc2)c(=O)n2c3c(cccc13)CC2)c1ccc(Cl)cc1 | x | 1.6 | -4 | 9 | -5 | -2 | 2 | 0 | -36
COc1ccccc1OCC(=O)Nc1ccccn1 | 1 | 1.5 | -17 | 12 | -2 | 2 | -5 | -1 | 6
COC(=O)COc1ccc(S(=O)(=O)Nc2ccc3c(c2)OCO3)cc1Cl | -11 | 0.9 | -5 | 3 | -8 | 0 | 26 | -2 | -12
CCN(CC)CCN1C(=O)c2cccc3cc(N)cc(c23)C1=O | x | 1.9 | -41 | 12 | 17 | 70* | 13 | 82* | 20
Cc1ccc(S(=O)(=O)NNc2nc3ccccc3nc2C(F)(F)F)cc1 | 6 | 1.7 | -11 | 49 | 1 | 3 | 6 | -2 | 26
CCOC(=O)C1C2C=CC3(CN(c4ccc(Cl)c(F)c4)C(=O)C13)O2 (stereo not given) | -2 | 0.4 | 6 | 7 | -7 | 3 | -12 | -1 | -8
O=C1CC(N2CCC(c3nc4ccccc4s3)CC2)C(=O)N1 (stereo not given) | -1 | 1.0 | -2 | 28 | -3 | 3 | -1 | 2 | 2
CCC1CCCCN1C(=O)CSc1nnc(-c2c[nH]c3ccccc23)o1 (stereo not given) | -2 | 4.1 | -11 | 24 | -2 | 3 | 11 | -3 | 10
COc1ccccc1C(=O)OCC(=O)c1cccc([N+](=O)[O-])c1 | -3 | 1.6 | 6 | 44 | -14 | 4 | -1 | 1 | -9
CCOc1ccc(C2N(c3cc(Cl)ccc3OC)C(=O)C3CCCN32)cc1OC (stereo not given) | 1 | -1.2 | -16 | 3 | -12 | 2 | 3 | -3 | -1
O=C(NCc1cccnc1)c1cc(S(=O)(=O)N2CCCCC2)ccc1Cl | -11 | -1.1 | -10 | 21 | -53 | 2 | 17 | -4 | -8
CC(=O)C1=C(C)NC(=O)CC1c1ccccc1Cl (stereo not given) | 12 | 0.2 | -24 | 1 | -3 | 9 | -4 | 4 | -20
CC(=O)N1N=C(c2ccco2)CC1c1ccc(Br)cc1 (stereo not given) | 6 | 1.5 | -2 | -18 | 7 | 2 | 0 | -2 | 21
O=C(c1cc2c(s1)CCCC2)N1CCN(Cc2ccc3c(c2)OCO3)CC1 | 5 | -1.5 | 11 | 5 | -5 | 1 | -1 | -4 | -28

Assay outcomes from PubChem.
